# Bioassay records: PubChem BioAssay, National Center for Advancing Translational Sciences (NCATS)
# N370S GC mod: N370S glucocerebrosidase modulation, Gaucher chaperone candidate. AID 2101. 330,000 compounds, 0.092% hits. Potency, µM (titrated, usually from 59.4 µM), for inactives: top-dose activity change, negative = inhibition, most hits filed as inhibitors. P04062. N370S GC spleen homogenate, 4MU-glucoside fluorescence;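 note: 0% = full enzyme activity and -100% = no enzyme basal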
# GCN5L2 inh: inhibitors of human GCN5L2 histone acetyltransferase | AID 504327 | 390,000 compounds, 0.21% hits | GCN5L2 HAT assay, ThioGlo1 CoA-SH fluorescence | Potency, µM (highest dose often 58.9 µM), inactives show at the top dose activity change, negative = inhibition, hits mostly inhibitors
# Target sequence (Q92830 whole entry, looked up): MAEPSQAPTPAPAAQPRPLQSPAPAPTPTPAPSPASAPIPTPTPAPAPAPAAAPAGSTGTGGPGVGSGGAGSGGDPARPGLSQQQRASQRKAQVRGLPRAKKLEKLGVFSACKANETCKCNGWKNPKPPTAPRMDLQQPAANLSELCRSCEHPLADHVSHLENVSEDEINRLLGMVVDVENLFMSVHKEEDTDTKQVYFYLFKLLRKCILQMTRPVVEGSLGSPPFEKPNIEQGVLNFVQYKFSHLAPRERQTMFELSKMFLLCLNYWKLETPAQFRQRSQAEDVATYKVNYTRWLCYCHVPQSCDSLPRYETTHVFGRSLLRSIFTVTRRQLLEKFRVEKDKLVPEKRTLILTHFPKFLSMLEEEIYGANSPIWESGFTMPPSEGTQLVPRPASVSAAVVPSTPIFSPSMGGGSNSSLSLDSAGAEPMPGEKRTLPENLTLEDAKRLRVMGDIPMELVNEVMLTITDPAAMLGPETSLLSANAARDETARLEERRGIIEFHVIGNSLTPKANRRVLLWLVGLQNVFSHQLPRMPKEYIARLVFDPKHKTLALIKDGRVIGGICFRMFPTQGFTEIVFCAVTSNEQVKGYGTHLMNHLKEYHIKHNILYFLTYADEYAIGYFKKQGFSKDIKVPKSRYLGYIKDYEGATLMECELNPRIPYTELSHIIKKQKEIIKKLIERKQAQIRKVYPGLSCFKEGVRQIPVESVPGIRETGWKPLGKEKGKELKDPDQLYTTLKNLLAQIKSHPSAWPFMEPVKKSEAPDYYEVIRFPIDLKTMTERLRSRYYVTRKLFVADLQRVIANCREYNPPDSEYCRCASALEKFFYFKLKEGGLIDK
#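 GCN5L2 (20 nM) in 50mM HEPES pH 7.5, 0.1mM EDTA, 0.01% Tween-20 preincubated 15 min with compounds at room temperature. Reaction started with H3(1-25) 75uM, acetyl-CoA 70uM, ThioGlo1 50uM; CoA-thiol fluorescence (Ex340/Em540) read at 0 and 20 min.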
# FEN1 inhibitor: blocks human flap endonuclease 1 | P39748 | Recombinant FEN1 flap cleavage, fluorescence, 15 min | Potency, µM (titrated, usually from 114 µM), for the others: at the highest dose activity change, negative = inhibition, hits mostly inhibitors | 390,000 compounds, 0.35% hits; note: nearly all actives have a fitted effect of over 65% in size
#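 With each library titrated from low to high concentration, compounds met 10 nM FEN1 for 15 min at room temperature before 50 nM substrate was added; readings at 0 and 15 min fed four-parameter Hill curve fits.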
# Numbers without * were called inactive; ? = inconclusive; . = no result given; [ ] = another dose, or the depositor's remark. Calls come from the whole dose curve; as a rule, active = well fitted curve in the direction sought with a large enough effect; inconclusive = small, poorly fitted or top-dose-only effect, or another doubt; inactive = no such curve, though single readings can be large; an effect the other way counts as inactive or inconclusive. Unless noted, % is set by controls: 0 for no effect and ±100 for the full control effect; potency is the fitted concentration of half-maximal effect. Only part of the results is shown; the hit share may differ from the screen's.
SMILES,N370S GC mod,GCN5L2 inh,FEN1 inhibitor
O=C(Nc1ccn(Cc2c(F)c(F)cc(F)c2F)n1)c1ccc(COc2ccc(Cl)cc2Cl)o1,.,-9.9%,6.9%
COCCCN=C1NN=C(c2cc(C)n(-c3ccccc3)c2C)CS1,6.8%,-6.1%,-6.5%
Cc1ccc(-c2nc3ccccc3[nH]2)cc1NC(=O)COc1ccc(Cl)cc1Cl,.,-0.1%,-5.8%
Cc1cccc(N(Cc2cc3ccccc3[nH]c2=O)S(C)(=O)=O)c1,-7.0%,-12.1%,-7.5%
CCOC(=O)C1CCN(S(=O)(=O)Cc2ccccc2)CC1,-2.5%,-1.8%,-0.9%
Cn1c(SCC(=O)NCc2ccc3c(c2)OCO3)nc2scc(-c3cccs3)c2c1=O,3.0%,-4.5%,-4.5%
COc1ccc(Cn2c(S(=O)(=O)CC(N)=O)nc3ccccc32)cc1[N+](=O)[O-],-5.2%,-14.0%,.
O=C(CCCCCn1c(=O)c2sccc2n(CC(=O)Nc2cc(C(F)(F)F)ccc2Cl)c1=O)NCc1ccccc1Cl,.,2.5%,0.9%
CC[C@@]12C(=O)N(c3ccccc3)C(=O)N1[C@H](c1ccc(OC)cc1)[C@@H]1C(=O)N(C(C)(C)C)C(=O)[C@@H]12,-4.2%,-7.8%,-4.3%
CN(C)C(=S)N=Nc1[nH]c2ccccc2c1O,-4.1%,-2.7%,-4.9%
CCSc1nnc2ccc(-c3ccc(C)cc3)nn12,7.9%,-8.2%,16.2%
O=C(c1ccc(CNc2c(N3CCCC3)c(=O)c2=O)cc1)N1CC=C(c2ccccc2)CC1,-1.1%,2.6%,-6.6%
O=C(CSc1ccc2nnc(-c3ccccn3)n2n1)Nc1nccs1,-3.7%,-4.0%,-4.8%
O=S(=O)(Nc1cccc(-c2ccc(N3CCCCC3)nn2)c1)c1cccc(F)c1,.,-23.9%,-5.3%
Cc1cccc(/C=N/NC(=O)c2c(-c3ccccc3)noc2C)c1O,-5.7%,-12.3%,2.2%
Nc1nc(O)c(CC(=O)O)s1,-1.2%,-13.4%,1.3%
COc1ccc(CN2CCNC(=O)C2CC(=O)NCc2cn3ccc(C)cc3n2)c(OC)c1 (stereo not drawn),8.9%,1.8%,11.3%
CC#CC(=O)NCC1(N(C)Cc2ccccc2)Cc2ccccc2C1,-7.6%,-7.7%,-6.1%
O=C(c1ccccc1)N1CCC(CC2CC(c3cccc(Br)c3)=NO2)(C(=O)NCC2CCCCC2)CC1 (stereo not drawn),1.0%,-3.9%,-17.6%
CN(Cc1ccccc1)C(=O)COC(=O)/C=C/c1ccco1,-2.4%,?,-11.3%

# 15 compounds already listed, sorted by formula weight, highest first:
SMILES,N370S GC mod,GCN5L2 inh,FEN1 inhibitor
O=C(c1ccccc1)N1CCC(CC2CC(c3cccc(Br)c3)=NO2)(C(=O)NCC2CCCCC2)CC1 (stereo not drawn),1.0%,-3.9%,-17.6%
O=C(Nc1ccn(Cc2c(F)c(F)cc(F)c2F)n1)c1ccc(COc2ccc(Cl)cc2Cl)o1,.,-9.9%,6.9%
Cn1c(SCC(=O)NCc2ccc3c(c2)OCO3)nc2scc(-c3cccs3)c2c1=O,3.0%,-4.5%,-4.5%
COc1ccc(CN2CCNC(=O)C2CC(=O)NCc2cn3ccc(C)cc3n2)c(OC)c1 (stereo not drawn),8.9%,1.8%,11.3%
Cc1ccc(-c2nc3ccccc3[nH]2)cc1NC(=O)COc1ccc(Cl)cc1Cl,.,-0.1%,-5.8%
O=S(=O)(Nc1cccc(-c2ccc(N3CCCCC3)nn2)c1)c1cccc(F)c1,.,-23.9%,-5.3%
COc1ccc(Cn2c(S(=O)(=O)CC(N)=O)nc3ccccc32)cc1[N+](=O)[O-],-5.2%,-14.0%,.
O=C(CSc1ccc2nnc(-c3ccccn3)n2n1)Nc1nccs1,-3.7%,-4.0%,-4.8%
COCCCN=C1NN=C(c2cc(C)n(-c3ccccc3)c2C)CS1,6.8%,-6.1%,-6.5%
Cc1cccc(N(Cc2cc3ccccc3[nH]c2=O)S(C)(=O)=O)c1,-7.0%,-12.1%,-7.5%
CC#CC(=O)NCC1(N(C)Cc2ccccc2)Cc2ccccc2C1,-7.6%,-7.7%,-6.1%
CCOC(=O)C1CCN(S(=O)(=O)Cc2ccccc2)CC1,-2.5%,-1.8%,-0.9%
CN(Cc1ccccc1)C(=O)COC(=O)/C=C/c1ccco1,-2.4%,?,-11.3%
CCSc1nnc2ccc(-c3ccc(C)cc3)nn12,7.9%,-8.2%,16.2%
CN(C)C(=S)N=Nc1[nH]c2ccccc2c1O,-4.1%,-2.7%,-4.9%

# (further entries)
SMILES,N370S GC mod,GCN5L2 inh,FEN1 inhibitor
Cc1ccsc1C(=O)N1CCCC(N2CCN(c3cccc(Cl)c3)CC2)C1 (stereo not drawn),-2.1%,-12.9%,0.6%
N#C/C(=C\c1ccc(O)cc1)c1nc2ccccc2o1,-1.7%,-8.4%,?
Cc1cc(C)c(C(=O)N(CCN(C)C)CC2CCCN(Cc3ccccc3F)C2)o1 (stereo not drawn),.,-5.8%,-1.7%
Cc1ccccc1-c1nc2cc(NC(=O)COc3ccc(F)cc3)ccc2o1,.,-7.1%,?
CN(CC(=O)Nc1cccc(C(F)(F)F)c1)C1=NS(=O)(=O)c2ccccc21,.,0.2%,7.8%
Cc1cccc2c1-c1sc(C(=O)NCCc3ccc(Cl)cc3)cc1CO2,.,-27.2%,-15.4%
Cc1nc2cc(C(F)(F)F)ccc2n1C1CCN(CC(=O)N2CCCC2)CC1,-12.9%,-11.8%,0.0%
COC(=O)c1ccc(OCC2c3cc(OC)c(OC)cc3CCN2C(=O)Cc2ccccc2)cc1 (stereo not drawn),.,-0.6%,-25.0%
OC[C@H]1O[C@@H](n2cnc3c(NCc4ccccc4)ncnc32)[C@H](O)[C@@H]1O,-6.0%,-3.4%,.
O=C(Nc1cccc(C(=O)O)c1)/C(=C\c1ccc2c(c1)OCO2)NC(=O)c1ccccc1,-1.7%,-6.5%,-3.5%
O=C(CN1C(=O)CSc2ccc(S(=O)(=O)N3CCOCC3)cc21)NCc1ccc(Cl)cc1,-0.7%,-4.5%,-3.4%
COc1ccc(OCCCC(=O)Nc2nc(C)c(C(C)=O)s2)cc1,-17.5%,-12.2%,-7.7%
COc1ccc(S(=O)(=O)N2CCc3ccccc3C2)cc1C(=O)O,0.2%,-0.9%,14.0%
CS(=O)(=O)N(CC(=O)Nc1ccccc1-c1ccccc1)c1cccc(F)c1,-11.0%,-7.4%,-20.9%
Cc1cc(C)cc(NC(=O)CN2CCN(CCN=CC3=C(O)CC(c4ccc(Cl)cc4)CC3=O)CC2)c1 (stereo not drawn),-18.1%,-7.9%,-3.6%
Cc1noc(C)c1-c1nccc(NCc2cccnc2)n1,-9.0%,-11.0%,.
Cc1ccc(Cl)cc1NC(=O)CSc1nc2ccccc2nc1Cc1ccccc1,.,-12.0%,5.1%
Cc1ccc2nc(N3CCN(S(=O)(=O)c4ccc5c(c4)OCCO5)CC3)c(C#N)cc2c1,-20.5%,?,-4.9%
O=C(CN(Cc1ccccc1)C(=O)CNS(=O)(=O)c1ccc(Cl)cc1)NCC1CCCO1 (stereo not drawn),-1.4%,0.3%,-14.3%
O=C(NCCOCc1ccc(Cl)cc1)c1ncn[nH]1,5.1%,-3.2%,0.4%
COc1ccc(NC(=O)C(NC(C)=O)C(=O)NCc2ccccc2Cl)cc1 (stereo not drawn),-0.7%,0.0%,-4.8%
O=C1c2cc(F)ccc2OC2(CCNCC2)C12CC(c1ccccc1)=NO2 (stereo not drawn),2.8%,-3.4%,13.5%
Nc1nc2c(ncn2C2OC(CO)CC2O)c(=O)[nH]1 (stereo not drawn),0.7%,-0.3%,.
Cc1ccc(Nc2cc(C)c3c(O)cccc3n2)cc1C,-27.4%,-16.7%,-24.3%
Cc1ccc(NC(=O)COc2ccccc2CNC(C)(C)CC(C)(C)C)cc1,-5.7%,-2.0%,-2.8%
COc1cc(/C=C2\SC(=O)NC2=O)ccc1Oc1ccc([N+](=O)[O-])cc1[N+](=O)[O-],-21.3%,-25.7%,?
CCC(C)NC(=O)C1(O)c2cc(Br)ccc2NC(=O)N1c1cccc(OC)c1 (stereo not drawn),2.0%,12.6%,-15.8%
O=C(NCCc1ccccn1)c1cccnc1Oc1ccc(Cl)cc1,0.4%,-0.7%,-3.6%
COc1cc(OC)cc(-c2ncc3ccccn23)c1,19.0%,-7.3%,4.8%
Cc1nc2nc(C)c(CCC(=O)NCCc3ccccc3)c(C)n2n1,.,-5.6%,0.4%
N/C(=N\OC(=O)c1ccccc1)c1ccn[nH]1,-2.0%,-3.0%,-15.4%
Nc1ccc(Sc2ccc([N+](=O)[O-])cc2)cc1,18.0%,-13.8%,0.6%
Cn1c(SCC(=O)NCC2CCCO2)nnc1-c1ccc(S(=O)(=O)N2CCCC2)cc1 (stereo not drawn),2.7%,-1.9%,-4.2%
COC(=O)c1cccc(S(=O)(=O)N2CCC(C)CC2)c1,3.7%,2.3%,0.6%
COc1ccc(C(=O)Nc2ccc(Cl)cc2C(=O)NCCN2CCOCC2)cc1,13.0%,-26.7%,-12.3%
COc1ccc(S(=O)(=O)N(C)C)cc1NC(C)C(=O)Nc1cccc(C#N)c1 (stereo not drawn),-2.7%,0.3%,-8.9%
N#Cc1ccc(CN2CCN(C(=O)CNC(=O)Cc3cccc4ccccc34)CC2)cc1,-7.7%,0.2%,3.4%
Cc1ccc(C)c(S(=O)(=O)NCC(c2ccc3c(c2)OCO3)N2CCOCC2)c1 (stereo not drawn),-14.2%,-7.8%,2.5%
COc1ccc(-n2c(C)nc3cc(C(=O)NCCN4CCOCC4)ccc32)cc1,-0.7%,-6.0%[0.501 µM],-15.0%
Cc1csc(SCC(=O)Nc2ccc(F)cc2Cl)n1,.,-0.6%,-4.2%
CN1CC(=O)N(CC(=O)Nc2ccc(OC(F)(F)F)cc2)c2ccccc2C1=O,.,-0.6%,-3.3%
CC1CN(CCOCCSc2ccccc2)CC(C)O1 (stereo not drawn),-12.5%,6.6%,-8.3%
CCOC(=O)c1oc2ccccc2c1NC(=O)c1ccc(Cl)s1,4.2%,-9.9%,11.4%
Cc1ccc(NC(=O)C(C)c2cccc(C(=O)c3ccccc3)c2)cc1O (stereo not drawn),-7.2%,-7.6%,-0.3%
Cc1ccc2nc(-c3ccc(Cl)cc3)cc(C(=O)OCC(=O)c3ccccc3)c2c1,.,4.7%,-9.5%
CCOC(=O)C1=C(O)C(Nc2nc3ccccc3s2)(C(F)(F)F)N=C1C (stereo not drawn),14.8%,3.5%,-4.6%
O=C(Nc1ccc(S(=O)(=O)N2CCOCC2)cc1)c1ccccc1,?,-14.3%,0.8%
CCN(CC(=O)NCc1cccs1)C(=O)/C=C/c1cc(OC)c(OC)c(OC)c1,-9.2%,-1.0%,6.1%
COc1cc(OC)c(NC(=O)[C@@H]2CCC(=O)N2C2OC(=O)c3c2ccc(OC)c3OC)cc1Cl (stereo partly drawn),-16.5%,-5.0%,23.4%
COCCNC(=S)N(CCCO)Cc1cc2cc3c(cc2[nH]c1=O)OCCO3,?,-4.2%,-0.2%
Cc1ccc(C(=O)NCC(=O)OCC(=O)c2ccc(Cl)s2)cc1,1.0%,2.4%,4.2%
Cc1cc(C)cc(NC(=O)C(OC(=O)c2ccc([N+](=O)[O-])o2)c2ccccc2)c1 (stereo not drawn),12.5%,-16.2%,-28.0%
Cc1cc(NC(=O)Nc2nnc(N3CCCCC3)s2)ccc1Br,.,-1.8%,1.9%
CCOC(=O)C1=C(CP(=O)(c2ccccc2)c2ccccc2)NC(=O)NC1c1ccc(OC)cc1 (stereo not drawn),9.3%,-21.1%,1.9%
COc1ccc(-c2ccc([C@H]3[C@H]4C=CC[C@@H](C)[C@@H]4C(=O)N3Cc3ccccc3)c(F)c2)cc1,5.6%,-5.0%,-1.6%
Cc1ccccc1NC(=O)C1Cc2ccccc2CN1C(=O)c1ccco1 (stereo not drawn),-2.2%,-1.8%,-12.6%
O=C(c1ccc(S(=O)(=O)N2CCOCC2)cc1)N1CCc2ccccc2C1,-5.4%,-0.7%,-6.1%
O=C(O)CCCC(=O)NCc1ccccn1,7.1%,0.2%,-0.9%
CN1CCc2nc(NC(=O)COc3ccc4ccccc4c3)sc2C1,-12.6%,-4.6%,12.6%
CC(=O)Nc1cccc(Oc2ncccc2[N+](=O)[O-])c1,2.5%,-19.2%,-2.7%
